PPC-1+TRAIL kill – kills PPC-1 cancer cells in the presence of TRAIL | PPC-1 cells + TRAIL, ATPLite viability luminescence | cell killing (% activity), % at 4 µM | 220,000 compounds, 0.41% hits | AID 1443;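 active means cell killing above 50% in the first pass at 4 µM, then a duplicate retest at 5 µM averaging 50% or more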;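 further: plate controls were cells with TRAIL plus DMSO for no effect and medium-only wells lacking cells for full effect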
TRPML3 ag – activates the human TRPML3 channel; HEK293 TRPML3-YFP, Fluo-8 calcium fluorescence; 100% = the carbachol control signal; Q8TDD5; 220,000 compounds, 0.29% hits; activation, % at 3 µM;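 active means activation above its plate's cutoff, the mean activation of the plate's test wells plus 3 SD, cut at about 12% in these data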;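 further: 0% = DMSO only wells and 100% = carbachol wells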
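Test system: TRPML3-YFP stable HEK293 cells. Doses: single point at 3 µM. Incubation: dye loading 1 h 37 °C then 30 min ambient, 125 s read. Signal: Fluo-8 calcium dye fluorescence, ex 470-495, em 515-575 nm. Measure: percent activation from peak-to-basal fluorescence ratio, scaled between DMSO and carbachol.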
BaF3 tox – reduces parental Ba/F3 cell viability, JAK2V617F counter-screen. CellTiter-Glo ATP luminescence. inhibition, % at 5.6 µM. 220,000 compounds, 1.1% hits;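 active means inhibition above a per-campaign cutoff, the mean inhibition of all tested compounds plus 3 SD, cut at about 27% in these data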;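 further: 0% = DMSO wells and 100% = JAK Inhibitor I control wells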
Ba/F3 V617F tox – lowers viability of Ba/F3 cells expressing EpoR and JAK2V617F | ATP luminescence | inhibition, % at 5.6 µM | 220,000 compounds, 1.1% hits | AID 1446;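 active means inhibition above the campaign mean plus 3 SD over all tested compounds, cut at about 24% in these data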;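 further: cytokine-independent growth of Ba/F3 cells driven by EpoR plus mutant JAK2; 0% = DMSO-treated cells and 100% = JAK inhibitor I control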
CHOP inhibitor – blocks CHOP induction under ER stress; CHO-K1 CHOP-promoter luciferase, tunicamycin-induced, 15-18 h; inhibition, % at 10 µM; AID 2732; 220,000 compounds, 3.8% hits;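 active means compounds that reduced the stress-induced luciferase reporter signal by more than about 70% of percent inhibition, limit read from the data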;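 further: 0% = tunicamycin plus vehicle and 100% = wells without tunicamycin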
TRPN1 ag – zebrafish TRPN1 (NompC) channel agonism. AID 1424. activation, % at 3 µM. HEK293 zebrafish TRPN1-YFP, Fluo-8 calcium fluorescence; 100% = response to 87 µM carbachol. 220,000 compounds, 0.18% hits;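 active means activation above its plate's cutoff, the mean activation of test wells on that plate plus 3 SD, cut at about 19% in these data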;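 further: 0% = DMSO alone and 100% = 87 µM carbachol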
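Material: zebrafish TRPN1-YFP in HEK293 cells; Doses: single test compound dose, 3 µM nominal, 0.3% DMSO; Timing: dye loading 1 h at 37 °C, then 30 min room temperature; Technique: intracellular calcium fluorescence with Fluo-8; Benchmarks: high carbachol 87 µM, low DMSO alone.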
Wee1 degr inh – human Wee1 degradation inhibition, primary screen. P30291. HeLa Luc-Wee1K328M stability, luciferase luminescence; 100% = proteasome inhibitor MG132 effect. reporter increase, % at 5 µM. 220,000 compounds, 1.2% hits;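 active means activation above the mean of all tested compounds plus 3 SD, set per screening run, cut at about 8.8% in these data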;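 further: cells exposed to compound for 20 h before luminescence read; 0% = DMSO alone and 100% = MG132 at 30 µM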
Target sequence (P30291 whole entry K328M): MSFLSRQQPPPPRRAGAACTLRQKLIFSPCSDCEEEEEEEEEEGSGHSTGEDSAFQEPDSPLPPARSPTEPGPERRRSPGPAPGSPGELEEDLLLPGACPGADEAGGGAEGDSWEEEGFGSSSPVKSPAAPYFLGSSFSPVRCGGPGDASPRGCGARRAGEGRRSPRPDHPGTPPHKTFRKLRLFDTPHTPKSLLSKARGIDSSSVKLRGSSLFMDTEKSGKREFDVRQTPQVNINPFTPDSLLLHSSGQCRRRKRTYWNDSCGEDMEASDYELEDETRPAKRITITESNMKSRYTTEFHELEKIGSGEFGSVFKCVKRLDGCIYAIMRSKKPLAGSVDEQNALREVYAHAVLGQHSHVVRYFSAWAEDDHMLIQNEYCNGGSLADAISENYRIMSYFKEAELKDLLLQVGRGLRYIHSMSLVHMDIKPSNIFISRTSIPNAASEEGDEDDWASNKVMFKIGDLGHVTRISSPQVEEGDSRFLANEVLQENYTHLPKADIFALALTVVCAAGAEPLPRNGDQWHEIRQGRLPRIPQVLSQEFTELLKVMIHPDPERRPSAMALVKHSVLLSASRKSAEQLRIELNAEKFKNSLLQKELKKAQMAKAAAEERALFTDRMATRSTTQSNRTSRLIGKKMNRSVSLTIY
RBBP9 inhibitor – inhibitors of human serine hydrolase RBBP9; O75884; recombinant RBBP9, FP-Rh probe fluorescence polarization; inhibition, % at 7.94 µM; 220,000 compounds, 0.2% hits;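 active means inhibition above the campaign mean of all tested compounds plus 3 SD, cut at about 14% in these data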;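 further: plate controls were DMSO wells with RBBP9 for no effect and wells lacking RBBP9 protein for full effect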
Target sequence (O75884 whole entry, looked up): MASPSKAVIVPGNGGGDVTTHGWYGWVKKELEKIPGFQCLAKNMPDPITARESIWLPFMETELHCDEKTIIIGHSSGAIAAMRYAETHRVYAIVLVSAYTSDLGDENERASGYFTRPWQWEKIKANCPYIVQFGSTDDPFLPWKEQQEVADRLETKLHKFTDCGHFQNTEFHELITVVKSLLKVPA
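Measured by – fluorescence polarization · Test system – RBBP9 protein · Input – 2.5 µM RBBP9 dispensing solution, before mixing · Measure – percent inhibition from mP, scaled between DMSO and no-protein wells · Benchmarks – DMSO-treated enzyme wells and wells lacking RBBP9 · Times – preincubation 30 min plus labeling 45 min at 25 °C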
TNF necrop inh – inhibitors of TNF-alpha induced necroptosis in Jurkat FADD-/- cells | Jurkat FADD-/- TNF necroptosis rescue, ATP luminescence, 24 h; 0 = TNF only, 100 = no-TNF cells | activation (protection from cell death), % at 10 µM | 220,000 compounds, 0.068% hits;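 active means activation, meaning protection from cell death, of at least 50% relative to plate controls; inactive means activation below 50%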;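 further: necroptosis triggered by 40 ng/mL TNF-alpha added together with compound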
Active calls of the source: *; . = not tested or not shown.

SMILES	PPC-1+TRAIL kill	TRPML3 ag	BaF3 tox	Ba/F3 V617F tox	CHOP inhibitor	TRPN1 ag	Wee1 degr inh	RBBP9 inhibitor	TNF necrop inh
COc1ccc(/C=C/C(=O)Nc2ccc(C)cc2)cc1S(=O)(=O)N1CCOCC1	17	1.3	-2	-1	-1	3.2	-1	0	-4.1
COc1ccc(-c2nc(-c3ccc(NC(=O)c4ccncc4)cc3)no2)cc1OC	7	2.0	3	0	72*	4.8	-3	-12	-7.8
COc1ccc(Oc2c(Cl)cnn(-c3ccc(Cl)c(Cl)c3)c2=O)cc1	9	-0.5	11	3	-13	0.8	-2	-10	-22
Cc1ccc(CCNC(=O)C2CCN(S(=O)(=O)c3c(C)nn(C)c3C)CC2)cc1	15	0.5	0	-2	32	-0.4	2	-6	4.4
Cc1cc(C)nc(N/N=C/c2ccccc2OCc2ccc([N+](=O)[O-])cc2)n1	13	0.5	4	-1	-4	-0.3	1	2	3.8
CCCc1nc([N+](=O)[O-])c(S(=O)(=O)c2ccccc2)n1CC(C)C	10	0.3	4	29*	-55	-0.9	0	-3	-5.1
CCOC(=O)N1CCN(C(=S)NC(=O)c2cc(Br)ccc2Cl)CC1	18	0.1	1	2	-1	-1.6	-2	1	1.2
COC(=O)C1=C(C)NC2=C(C(=O)CCC2)C1c1coc2ccccc2c1=O (configuration not stated)	-10	1.1	2	0	13	1.0	-1	-8	-2.1
CCCCC(=O)N(Cc1ccc2c(c1)OCO2)Cc1nc2ccccc2c(=O)[nH]1	11	-0.3	0	-1	-13	-0.4	0	4	1.1
Cc1onc(-c2ccccc2Cl)c1NC(=O)NCc1cccs1	13	1.1	-3	-2	-1	0.0	-1	-5	0.5
CCn1cc(C=O)c2cc(S(=O)(=O)N3CCOCC3)ccc21	9	0.0	2	0	-10	0.4	-2	-4	0.2
Cc1ccc2nc(/C=C/c3cccc(F)c3)ccc2c1	23	0.6	5	-1	96*	0.1	0	-10	1.2
Cn1nnnc1SCC1=C(C(=O)O)N2C(=O)C(NC(=O)Cn3nc(C(F)F)cc3C3CC3)C2SC1 (configuration not stated)	16	0.4	-4	-2	66	-0.1	0	-4	0.5
O=C(Nc1cccc(C(F)(F)F)c1)C(Sc1n[nH]c(=O)[nH]c1=O)c1ccccc1 (configuration not stated)	4	0.9	-5	-6	-7	0.1	-4	-15	6.1
COc1cccc(C(c2c(N)n(C)c(=O)n(C)c2=O)C(C)[N+](=O)[O-])c1 (configuration not stated)	10	0.0	2	1	9	0.0	1	-7	3.3
FC(F)(F)c1cccc(NC(=S)NC(c2ccccc2)c2ccccc2)c1	19	2.8	6	0	103*	5.6	2	-35	1.4
Cc1cc(C)c(NC(=O)NC2CCCCC2)c(C)c1	11	1.5	3	1	16	-0.1	1	-8	-0.5
C=CCn1c(-c2ccc3ncccc3c2)n[nH]c1=S	14	0.0	3	2	-1	2.3	1	0	-2.3
O=C(c1ccc(Cl)c(S(=O)(=O)NCc2ccco2)c1)N1CCN(c2ccc(F)cc2)CC1	-6	0.5	5	-1	6	6.1	7	7	0.5
O=c1c(-c2ccc(Cl)cc2)[n+]([O-])c2ccccc2n1OCc1ccccn1	9	0.5	4	-2	29	-2.1	-1	0	-1.1
Cn1c2ccccc2n2c(=O)c(=O)n(CC(=O)c3ccc(Cl)cc3)nc12	-5	0.7	6	-1	21	0.8	2	-1	0.9
CCOC(=O)N1CCN(S(=O)(=O)c2ccc(C(=O)NNc3nc4ccc(Cl)cc4s3)cc2)CC1	12	0.1	3	-3	42	-2.0	1	-7	-5.4
CCN(CC)C(=O)c1cc2c(=O)n3ccccc3nc2s1	12	-0.2	8	3	15	0.3	1	-6	-1.1
NC(CSC12CC3CC(CC(C3)C1)C2)C(=O)O (configuration not stated)	9	0.5	0	-1	-20	1.9	-1	3	-0.2

3 of the compounds above, bar-delimited:
Molecule | PPC-1+TRAIL kill | TRPML3 ag | BaF3 tox | Ba/F3 V617F tox | CHOP inhibitor | TRPN1 ag | Wee1 degr inh | RBBP9 inhibitor | TNF necrop inh
Cc1cc(C)c(NC(=O)NC2CCCCC2)c(C)c1 | 11 | 1.5 | 3 | 1 | 16 | -0.1 | 1 | -8 | -0.5
C=CCn1c(-c2ccc3ncccc3c2)n[nH]c1=S | 14 | 0.0 | 3 | 2 | -1 | 2.3 | 1 | 0 | -2.3
O=C(c1ccc(Cl)c(S(=O)(=O)NCc2ccco2)c1)N1CCN(c2ccc(F)cc2)CC1 | -6 | 0.5 | 5 | -1 | 6 | 6.1 | 7 | 7 | 0.5

(listing goes on)
SMILES	PPC-1+TRAIL kill	TRPML3 ag	BaF3 tox	Ba/F3 V617F tox	CHOP inhibitor	TRPN1 ag	Wee1 degr inh	RBBP9 inhibitor	TNF necrop inh
CCN(CC)S(=O)(=O)c1cccc(-c2n[nH]c(=S)n2/N=C/c2ccc(OC)cc2)c1	18	-0.1	10	3	-15	-1.2	5	-12	3.4
Cn1nc(-c2ccc(OCC(=O)Nc3ccccc3)cc2)c2ccccc2c1=O	11	0.9	4	0	7	0.3	-1	3	-3.1
COc1ccc(-c2nn(-c3ccccc3)cc2/C=N/Nc2ccc3ccccc3n2)cc1OC	14	0.0	0	3	13	-0.2	1	-10	-4.0
O=C(N/C(=C\c1cccc([N+](=O)[O-])c1)C(=O)N(CCO)CCO)c1ccco1	23	1.0	12	4	17	0.7	7	1	-1.2
C=CCn1c(SCc2ccccc2C#N)nnc1-c1ccccc1O	12	-0.2	4	0	54	-0.1	2	1	0.0
Nc1ccc(S(=O)(=O)Nc2nccc(/C=C/c3ccc(Cl)cc3Cl)n2)cc1	5	0.8	-3	1	24	2.4	1	1	-3.5
COc1ccc(Cc2nnc(NC(=O)C3CCCO3)s2)cc1OC (configuration not stated)	10	0.5	-1	1	13	-0.6	-4	-9	-0.6
N#CC[n+]1cc(-c2ccc(Cl)cc2)n2c1CCC2	2	0.6	4	1	21	1.1	8.9*	-2	-2.2
Cc1cc(C(=O)C(C)Cl)c(C)n1Cc1ccco1 (configuration not stated)	1	0.2	9	9	-19	0.1	1	-10	-3.2
COc1ccc(-c2csc(NC3OC(=O)c4c3ccc(OC)c4OC)n2)cc1OC (configuration not stated)	1	0.3	3	27*	-121	0.3	1	8	0.5
CCCN1CCN(C(=O)CN2C(=O)CC(C)(C)S(=O)(=O)c3ccccc32)CC1	6	0.8	5	-1	11	0.9	-2	11	0.4
CCC(C(=O)Nc1cc(C)on1)c1ccccc1 (configuration not stated)	-17	-0.1	1	-3	0	2.0	-2	4	13
C=CCc1c(C)nc(-c2ccccc2)nc1N/N=C(\C)c1ccc(N)cc1	32	0.5	0	-4	-9	-2.2	-3	0	2.0
Cc1c(N=Cc2ccc(Cl)o2)c(=O)n(-c2ccccc2)n1C	0	0.2	4	6	21	-0.1	4	-8	0.4
O=C(COc1ccc(Cl)cc1)NCCSc1ccccc1	-1	0.1	5	-1	35	-0.4	-2	-7	1.7
COc1ccc(N2CC(C(=O)Nc3nnc(SCC(=O)NC(C)(C)C)s3)CC2=O)cc1 (configuration not stated)	0	0.1	5	-1	0	1.1	-2	-8	-0.8
Cc1ccc(NC(=O)CSc2nc(C)c(C)c(C)n2)c([N+](=O)[O-])c1	17	-0.3	5	-1	28	-0.4	3	-4	2.2
O=c1c2[nH]c3ccc(F)cc3c2ncn1CCN1CCOCC1	-9	0.5	0	-2	-10	1.5	-1	3	-1.6
O=C(Nc1nc2ccsc2c(=O)s1)c1ccc(F)cc1Cl	13	0.9	-1	-1	-3	0.1	5	-7	0.2
CCC(C)NCC(=O)Nc1ccc([N+](=O)[O-])cc1C(=O)Nc1ccccc1F (configuration not stated)	2	0.5	-1	4	19	1.0	1	-8	0.0
CC(NCc1ccc(F)cc1)C(=O)Nc1cc(S(=O)(=O)N2CCCCC2)ccc1Cl (configuration not stated)	24	1.4	7	5	14	2.1	1	-5	3.8
C=C1CCC2C(C)(C)[C@H](O)CC[C@@]2(C)[C@@H]1COc1cc(=O)oc2ccccc12 (some centres not stated)	0	-0.4	7	4	38	-0.4	0	-15	-1.2
N#Cc1cn(OCc2ccccc2)c(=O)[nH]c1=O	3	1.1	2	-2	-16	0.0	3	-8	0.8
Cc1[nH]c2ccccc2c1C(=O)CSC(=S)N(C)C	9	1.0	7	1	28	0.1	9.1*	-3	3.2
Cc1nn(-c2ccccc2)nc1C(=O)NNC(=O)c1cccc2ccccc12	13	0.0	1	-2	4	-1.8	1	-12	2.0
CCCc1nc2c(sc3nc4c(cc32)COC(C)(C)C4)c(=O)n1CCN(CC)CC	-13	1.1	6	3	4	-0.2	3	-4	0.4
Cc1ccc(S(=O)(=O)N(CC(=O)NCCSCc2ccco2)c2cc(C)ccc2C)cc1	.	-0.7	0	7	.	-0.2	0	-8	-5.0
NNC(=O)c1cc(-c2ccc(O)cc2)nc2ccc(Br)cc12	13	-0.1	-3	5	-2	1.8	9	-27	0.9
Cc1ccc(S(=O)(=O)N2CCN(C(=O)c3cccc(F)c3)CC2)cc1	8	0.3	0	-3	20	-1.8	1	13	-0.8
COc1ccc(CN(C(=O)CSc2nnc(-c3ccc(F)cc3)o2)c2ccc(F)cc2)cc1	-12	0.8	4	-5	55	0.8	-2	-1	-0.4
Cc1cccc(N2CCN(C(=S)Nc3ccc4nc5n(c(=O)c4c3)CCCCC5)CC2)c1C	17	1.0	11	1	18	-0.2	-2	-3	-3.8
COc1ccc(-c2ccc(SCC(=O)N3CCOCC3)nn2)cc1	20	0.1	-1	-2	-2	1.4	1	0	-1.0
O=c1oc(-c2ccc([N+](=O)[O-])cc2)nc2ccccc12	34	0.4	4	0	8	1.4	-3	1	-1.6
O=S(=O)(NC1=NCCC1)c1ccc(F)cc1	2	1.1	4	-2	22	-0.1	7	-9	0.5
COCCCNC(=O)CSc1c2c(nc3ccc(Cl)cc13)CCCC2	2	0.8	7	2	-24	0.0	2	5	1.8
CCOC(=O)N1CCN(S(=O)(=O)c2ccc(OCC)cc2)CC1	9	0.6	7	0	19	-0.1	-1	-9	0.7
CC1(C)N=c2ccc([N+](=O)[O-])c(N)c2=[N+]1[O-]	13	0.2	63*	69*	-5	1.1	-1	-4	-6.5
C=CCn1c(SCc2ccc(F)cc2)nnc1-c1sc2nc(C)cc(C)c2c1N	0	0.8	-2	-4	6	0.7	0	1	2.1
CC1CCC/C(=C\Nc2ccc(C(=O)O)c(O)c2)C1=O (configuration not stated)	-7	1.8	-6	0	-21	1.8	0	8	0.9

Screening data: PubChem, several laboratories

Outcome played no part in choosing rows. Share with any hit: about 6.8%.
